APOBEC3A inh = human APOBEC3A DNA deaminase inhibition | inhibition, % at 20 µM | 330,000 compounds, 0.41% hits | recombinant A3A, FAM/TAMRA ssDNA deamination fluorescence | P31941;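 active = at least 40% inhibition at 20 µM here, with at most 30% in a related deaminase screen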;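 also: plate controls were A3A with DMSO for no effect and wells lacking A3A enzyme for full effect; some results filed as inactive read as strong as hits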
Target sequence (P31941 whole entry, looked up): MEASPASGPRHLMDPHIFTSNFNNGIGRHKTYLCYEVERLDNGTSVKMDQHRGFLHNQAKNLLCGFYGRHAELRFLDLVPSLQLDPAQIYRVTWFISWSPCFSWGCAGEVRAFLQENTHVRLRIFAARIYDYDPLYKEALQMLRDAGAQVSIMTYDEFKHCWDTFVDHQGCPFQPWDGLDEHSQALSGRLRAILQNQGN
hIAP act = human IAP activation | P09923 | purified human IAP, CDP-Star luminescence, 30 min; hits give high values; 1 = vehicle-only enzyme, 0 = enzyme-free background | activation factor at 10 µM | 330,000 compounds, 0.16% hits | AID 2524;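 active = activation factor of the enzyme at least 2-fold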; also: the source names both 10 and 20 µM as test concentration; values of inactives mirror those of a sister screen read the other way
mIAP activ = increases mouse intestinal alkaline phosphatase activity. 330,000 compounds, 0.24% hits. activation factor at 10 µM. muIAP, CDP-Star luminescence, 30 min; hits give high values; 1 = vehicle-only enzyme signal, 0 = enzyme-free wells. AID 2805;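 active = activation factor of at least 2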; also: the source names both 10 and 20 µM as test concentration; values of inactives mirror those of a sister screen read the other way
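Assay system: mouse IAP enzyme / Compound: DMSO-dissolved test compounds / Timing: 30 min, room temperature / Measured by: luminescence from enzymatic CDP-Star hydrolysis / Control set: DMSO-only wells, enzyme-free buffer wells as negative control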
mIAP block = mouse IAP inhibition; purified mouse IAP, CDP-Star luminescence, 30 min; inhibition, % at 10 µM; 330,000 compounds, 0.2% hits; AID 2806;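 active = inhibition of at least 40% at 10 µM in the primary screen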;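 also: plate controls were DMSO with enzyme for no effect and no enzyme wells for full effect; values of inactives mirror those of a sister screen read the other way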
APOBEC3G inh = APOBEC3G (human) deaminase inhibition | 330,000 compounds, 0.28% hits | recombinant A3G, ssDNA deamination FAM/TAMRA fluorescence | inhibition, % at 20 µM;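 active = inhibition of at least 40% at 20 µM, with no more than 30% in the related APOBEC3A deaminase screen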;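 also: plate controls were DMSO wells with A3G for no effect and wells lacking A3G enzyme for full effect; some compounds called inactive have numbers as strong as hits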
Target sequence (Q9HC16 whole entry, looked up): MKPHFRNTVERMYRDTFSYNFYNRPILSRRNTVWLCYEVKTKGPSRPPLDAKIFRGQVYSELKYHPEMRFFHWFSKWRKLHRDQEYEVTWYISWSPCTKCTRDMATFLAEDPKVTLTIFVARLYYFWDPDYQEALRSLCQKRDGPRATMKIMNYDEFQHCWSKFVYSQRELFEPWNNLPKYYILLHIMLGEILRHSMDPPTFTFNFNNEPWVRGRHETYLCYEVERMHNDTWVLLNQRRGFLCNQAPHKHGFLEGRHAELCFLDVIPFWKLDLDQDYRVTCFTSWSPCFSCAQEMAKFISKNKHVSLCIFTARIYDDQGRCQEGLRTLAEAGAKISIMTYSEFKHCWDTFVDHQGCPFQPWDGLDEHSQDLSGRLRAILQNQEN
hIAP block = human IAP inhibition. P09923. purified IAP, CDP-Star luminescence, 30 min. inhibition, % at 10 µM. 330,000 compounds, 0.12% hits;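 active = inhibition reaching a set limit with compound at 10 µM in the primary screen, cut at about 35% in these data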;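 also: plate controls were DMSO wells with enzyme for no effect and no-enzyme buffer wells for full effect; values of inactives mirror those of a sister screen read the other way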
MPTP inh = permeability transition pore inhibition; 360,000 compounds, 1.4% hits; isolated mouse mitochondria, Ca2+ swelling absorbance, 30 min; inhibition, % at 10 µM;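 active = inhibition of 50% or more, scaled per plate between neutral and stimulator controls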;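 also: 0% = DMSO wells given calcium and 100% = 1 mM EGTA wells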
beta cell repl = MIN6 beta-cell proliferation induction; MIN6 cells proliferation, ATPlite luminescence, 48 h; cells starved in 0.2% serum; 100% = growth in 10% serum; proliferation, % at 10 µM; 330,000 compounds, 0.29% hits;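 active = compounds whose signal lies at least 3.5 SD above the mean of all wells on their plate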;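 also: 0% = DMSO-treated cells in low-serum medium and 100% = 10% serum control; some compounds called inactive have numbers as strong as hits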
ATG4B inh = inhibitors of human ATG4B cysteine protease. ATG4B cleavage of LC3-PLA2, NBD-HPC fluorescence, 1 h. inhibition, % at 8.33 µM. 340,000 compounds, 0.51% hits. AID 504462; in the data active = inhibition above about 40%
Target sequence (Q9Y4P1 whole entry, looked up): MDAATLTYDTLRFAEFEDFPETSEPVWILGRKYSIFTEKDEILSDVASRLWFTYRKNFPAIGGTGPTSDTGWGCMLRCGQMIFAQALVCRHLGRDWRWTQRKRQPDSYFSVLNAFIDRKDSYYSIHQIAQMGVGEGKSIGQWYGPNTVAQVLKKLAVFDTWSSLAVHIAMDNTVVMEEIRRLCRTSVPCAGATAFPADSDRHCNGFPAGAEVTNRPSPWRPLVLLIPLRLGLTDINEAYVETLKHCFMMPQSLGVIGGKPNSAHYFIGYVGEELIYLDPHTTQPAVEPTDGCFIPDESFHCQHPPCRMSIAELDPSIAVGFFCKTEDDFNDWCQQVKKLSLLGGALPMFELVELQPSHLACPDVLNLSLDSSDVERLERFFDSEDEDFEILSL
* marks the source's active call; other numbers are inactive results.

nr	Molecule	APOBEC3A inh	hIAP act	mIAP activ	mIAP block	APOBEC3G inh	hIAP block	MPTP inh	beta cell repl	ATG4B inh
1	CC(C)c1ccc(/C=C2\SC(=O)N(CC(=O)NC3CCS(=O)(=O)C3)C2=O)cc1 (stereo not drawn)	-3	0.98	0.95	5	-6	2	-0.6	-2	-15
2	COC(=O)C1C/C(=N\NS(=O)(=O)c2ccc(C)cc2)c2ccsc2C1 (stereo not drawn)	1	1.1	0.91	9	-2	-7	0.6	0	-1
3	C=C1CCN([C@@H](C)C(=O)OCc2ccc(C)cc2)S(=O)(=O)c2ccccc21	1	1	1.1	-14	-5	0	1.1	-5	0
4	COc1ccc(C(=O)Nc2ccccc2C(=O)NCc2ccco2)cc1	-2	0.89	1	0	-5	11	-0.4	0	-10
5	O=C(c1ccncc1)N1CCN(C(=O)c2ccco2)CC1	0	0.93	1.1	-6	-1	8	-2.2	2	-8
6	CCOc1ccc(C(=O)Nc2ccc(N3CCN(S(C)(=O)=O)CC3)cc2)cc1[N+](=O)[O-]	-3	0.98	0.97	3	-6	2	0.4	0	4
7	CCOc1ccc(NC(=O)c2c(NC(=O)CNCCN3CCOCC3)sc3c2CCC3)cc1	-5	1.6	0.98	2	-9	-57	-1.0	-7	-3
8	CCOCC(=O)Nc1cccc(SC)c1	-4	1.1	0.99	1	-4	-8	0.2	1	-10
9	O=C(CN1CCN(C(=O)c2ccccc2)CC1)NC(=O)NCCC1=CCCCC1	-2	0.96	1	-4	-6	4	-0.4	0	0
10	CN(C(=O)CCS(=O)(=O)c1ccc2c(c1)oc(=O)n2C)C1CCCCC1	-3	1.3	0.99	1	-9	-32	-0.5	-1	0
11	CCNC(=S)N(CCc1c(C)[nH]c2ccc(C)cc12)Cc1ccco1	-6	0.96	1.1	-7	-6	4	-0.1	-3	-11
12	Cc1ccc(-n2c(N)c(C(N)=O)sc2=S)c(C)c1	1	0.91	0.9	10	45*	9	-1.9	-1	-4
13	O=C(CN1C(=O)NC2(CCCC2)C1=O)NCc1ccc(Cl)cc1	-2	0.97	0.99	1	-8	3	1.5	0	-7
14	CC(C)COC(=O)c1ccc(N2C(=O)c3ccccc3C2=O)cc1	-5	1	0.97	3	-7	-2	1.0	-1	45*
15	O=S(=O)(c1ccc(Br)s1)N1CCN(c2ccnc3cc(Cl)ccc23)CC1	-2	0.86	0.97	3	-4	14	65*	-4	-7
16	CC(C)n1cnc2cc(NC(=O)c3ccco3)ccc21	-6	0.98	0.94	6	-1	2	-0.2	-4	-6
17	CCC[N+](CC#Cc1ccccc1)(CCC)CC(=O)c1ccc(Cl)cc1	1	0.95	1	-1	1	5	1.1	-6	11
18	O=C(NCCN1CCCCC1)Nc1ccc([N+](=O)[O-])cc1	-5	1.3	0.97	3	-10	-28	-1.0	-1	5
19	COc1ccc(CNC(=O)CN2CCN(c3cccc(C)c3C)CC2)cc1	-6	0.92	1.1	-10	-6	8	-0.3	4	2
20	COC(=O)C1CCN(C(=O)COc2cc3sc(C)nc3c3sccc23)CC1	-6	0.81	0.97	3	-5	20	0.0	5	2
21	CC(=O)N1CCCc2cc(S(=O)(=O)N3CCCC(C(=O)Nc4cccc(F)c4)C3)ccc21 (stereo not drawn)	-2	1.1	1.3	-29	-1	-9	3.0	-2	5
22	CC(=O)c1c(Cl)nc2ccc(Br)cc2c1-c1ccccc1	-2	1.1	0.91	9	-2	-12	0.2	-2	4
23	COc1ccc(Cl)cc1N1C(=O)CC(N2CCc3ccccc32)C1=O (stereo not drawn)	-4	0.88	0.96	4	-5	12	-4.4	-1	-9
24	CN(C)C(=O)N1CCN(C(=O)N2CCOCC2)CC1	-8	0.91	0.98	2	-8	9	1.8	-2	-3
25	Cc1cccc(Nc2ncnc(N)n2)c1	1	1	1.1	-6	1	-4	0.5	-2	-7

Values in list order from the list:
Compounds 12 to 18 in ATG4B inh: -4, -7, 45*, -7, -6, 11, 5

Just mIAP block (three entries from above):
item | SMILES | mIAP block
4 | COc1ccc(C(=O)Nc2ccccc2C(=O)NCc2ccco2)cc1 | 0
9 | O=C(CN1CCN(C(=O)c2ccccc2)CC1)NC(=O)NCCC1=CCCCC1 | -4
22 | CC(=O)c1c(Cl)nc2ccc(Br)cc2c1-c1ccccc1 | 9

Next part.
nr	Molecule	APOBEC3A inh	hIAP act	mIAP activ	mIAP block	APOBEC3G inh	hIAP block	MPTP inh	beta cell repl	ATG4B inh
26	O=C(Cc1nc2ccccc2[nH]1)NCc1ccco1	10	1.1	1	-3	2	-6	-7.5	1	-1
27	O=C(CCCN1C(=O)/C(=C/c2ccccc2Cl)SC1=S)NNC(=O)c1ccccc1	1	1.3	1.1	-7	-3	-28	1.0	-1	50*
28	O=C(COc1ccccc1)Nc1ccc(Cl)c(-c2nc3ncccc3o2)c1	0	1	1	-2	2	0	0.6	-1	3
29	N#Cc1ccccc1NS(=O)(=O)c1cc2c3c(c1)CCC(=O)N3CCC2	-1	1.1	0.99	1	6	-8	-1.1	-3	7
30	CCOC(=O)c1ccc(NC(=O)CC2Sc3ncnn3C2=O)cc1 (stereo not drawn)	-3	1.1	0.93	7	42*	-15	0.9	-6	-10
31	Cc1ccc(S(=O)(=O)N2CCC(=O)N(C(COCc3cccc(C)c3)Cc3ccccc3)CC2)cc1 (stereo not drawn)	-7	0.91	1.1	-7	-13	9	0.0	-8	-2
32	O=C(CCCn1ncn2c(cc3occc32)c1=O)N1CCc2ccccc2C1	-10	1.1	0.94	6	-4	-6	-0.1	-2	0
33	O=C(NCN1CCN(CCO)CC1)c1cnccn1	-2	1	1	-4	-3	-1	1.0	1	-4
34	Cc1ccc(NC(=O)CN2C(=O)C(=O)N(C3CCCC3)C2=O)c(Cl)c1	1	0.98	1.1	-13	2	2	-1.1	0	-5
35	Cc1cc(C)c(NC(=O)CNC(=O)COC(=O)CNC(=O)c2ccc(Cl)cc2Cl)c(C)c1	1	1.1	1.1	-10	17	-10	3.4	-1	6
36	Cc1ccccc1C(=O)OCC(=O)Nc1cccc(S(=O)(=O)NC2=NCCC2)c1	-6	1.2	1.1	-11	-9	-19	-0.2	-2	-13
37	COc1cccc2[nH]c(C(=O)NCCc3ccccc3)cc12	0	0.82	1.2	-20	-3	18	1.1	-1	-10
38	CCOCc1c(C(=O)N2CCN(CC(=O)Nc3ccc(F)cc3)CC2)oc2ccccc12	0	1.1	1.1	-6	-3	-11	-1.5	0	-9
39	COc1ccc(CNC(=O)COC(=O)CN2C(=O)C3CC=CCC3C2=O)cc1 (stereo not drawn)	6	1	0.97	3	-3	-5	-1.7	-2	3
40	O=S(=O)(c1cccc(-c2nnc(-c3cccnc3)o2)c1)N1CCCCC1	-2	0.98	0.92	8	-4	2	2.2	3	-8
41	O=S(=O)(c1ccc(Cl)s1)N1CCN(C/C=C/c2ccccc2)CC1	-7	0.96	0.99	1	-9	4	2.9	-5	4
42	COc1cccc(CN2CCNC(=O)C2CC(=O)N(C)C2CCOCC2)c1 (stereo not drawn)	-2	1	1.1	-11	-8	-5	-1.2	-1	2
43	CCCCn1c(N)c(N(CCC(C)C)C(=O)CC2CCCCC2)c(=O)[nH]c1=O	4	1.2	1	-2	-5	-19	-0.3	-1	5
44	CCCC(=O)C1=C(O)C(C(=O)OC)C(C)(C)CC1=NCCc1ccc(OC)c(OC)c1 (stereo not drawn)	0	0.92	0.98	2	-2	8	-0.7	-5	-19
45	COC(=O)C1CCN(c2cc(Cl)nc(N)n2)CC1	3	0.97	1	-3	2	3	1.2	1	-7
46	CCOc1ccccc1NC(=O)c1ccc(S(=O)(=O)N2CCOCC2)cc1	-15	1	0.99	1	-5	-4	-0.5	-1	-12
47	O=Cc1c[nH]c2ccc(S(=O)(=O)N3CCOCC3)cc12	-2	0.91	1	-1	-2	9	1.3	0	0
48	O=C(O)COc1ccc(/C=N/NC(=O)C2CCCN2S(=O)(=O)c2ccc(Cl)cc2)cc1 (stereo not drawn)	51*	1.8	1	0	4	-84	-2.1	0	0
49	COc1ccc(C=O)cc1COc1ccccc1F	0	1	1.1	-8	-8	0	-1.7	0	8
50	COC1CCCCC1NS(=O)(=O)c1ccc(Cl)cc1 (stereo not drawn)	-2	0.82	1	-4	-9	18	0.0	-1	-5

Copied from the list.
CCOC(=O)c1ccc(NC(=O)CC2Sc3ncnn3C2=O)cc1 (stereo not drawn) in hIAP block shows -15
O=C(O)COc1ccc(/C=N/NC(=O)C2CCCN2S(=O)(=O)c2ccc(Cl)cc2)cc1 (stereo not drawn) in APOBEC3G inh shows 4
CCCC(=O)C1=C(O)C(C(=O)OC)C(C)(C)CC1=NCCc1ccc(OC)c(OC)c1 (stereo not drawn) in beta cell repl shows -5
O=S(=O)(c1cccc(-c2nnc(-c3cccnc3)o2)c1)N1CCCCC1 in mIAP block shows 8
CCOc1ccccc1NC(=O)c1ccc(S(=O)(=O)N2CCOCC2)cc1 in APOBEC3G inh shows -5
COC1CCCCC1NS(=O)(=O)c1ccc(Cl)cc1 (stereo not drawn) in ATG4B inh shows -5

Next section
nr	Molecule	APOBEC3A inh	hIAP act	mIAP activ	mIAP block	APOBEC3G inh	hIAP block	MPTP inh	beta cell repl	ATG4B inh
51	COc1ccc(NC(=O)CN(C)C(=O)c2cc3c(s2)CCC(C)C3)cc1 (stereo not drawn)	1	1.1	1	-3	2	-12	0.2	0	6
52	CCc1ccc(N2CC(C(=O)N3CCN(c4ccccn4)CC3)CC2=O)cc1 (stereo not drawn)	-2	1.1	1.1	-9	-6	-10	-1.1	-1	-2
53	CCc1nnc(NC(=O)CSc2nnc(-c3ccoc3C)n2-c2cccc(C)c2)s1	-1	0.97	0.95	4	-5	2	0.2	-2	-6
54	COC(=O)c1cc2c(cc1NC(=O)CSCCc1ccccn1)OCO2	-13	1.1	1.1	-7	2	-13	-6.7	-2	-5
55	Nc1nc2ccc(C(=O)Nc3ccccc3)cc2s1	-2	1.2	1	-3	-3	-16	2.5	-2	-10
56	C=CCn1c(=O)c2c(nc3n2CCCN3CCc2ccc(OC)c(OC)c2)n(C)c1=O	2	0.96	1	-5	2	4	2.2	0	-3
57	Cc1ccc(C2CC(=O)C(C=NCCN3CCN(C(=S)Nc4ccccc4)CC3)=C(O)C2)cc1 (stereo not drawn)	1	1	0.92	8	-2	-1	2.1	1	-20
58	Cc1ccc(S(=O)(=O)NC(=O)NCc2ccc(Cl)cc2)cc1	-2	0.97	1	-2	-2	3	-1.2	0	-9
59	CCCCCCCN1CCN=C1Nc1ccccc1	2	0.95	1	-4	-2	5	0.9	0	-4
60	COc1cc(CN2CCCC(CCC(=O)NCc3ccc(C)o3)C2)cc2c1OCO2 (stereo not drawn)	-4	1.1	1	0	-8	-10	-0.3	0	23
61	CCCn1c(N)c(C(=O)CSc2nnc3ccccn23)c(=O)n(C)c1=O	4	1.1	1.1	-6	2	-8	1.0	-1	3
62	CCOC(=O)C1CCN(c2ncnc3c2cnn3-c2ccccc2)CC1	9	0.91	1	0	-2	9	-2.0	-1	-12

By substructure: the compounds so far containing an aryl thioether with sulfur outside any ring.
nr	Molecule	APOBEC3A inh	hIAP act	mIAP activ	mIAP block	APOBEC3G inh	hIAP block	MPTP inh	beta cell repl	ATG4B inh
8	CCOCC(=O)Nc1cccc(SC)c1	-4	1.1	0.99	1	-4	-8	0.2	1	-10
53	CCc1nnc(NC(=O)CSc2nnc(-c3ccoc3C)n2-c2cccc(C)c2)s1	-1	0.97	0.95	4	-5	2	0.2	-2	-6
61	CCCn1c(N)c(C(=O)CSc2nnc3ccccn23)c(=O)n(C)c1=O	4	1.1	1.1	-6	2	-8	1.0	-1	3
